MEKK3 PB1 HTS: modulators (inhibitors or enhancers) of MEK5 binding to human MEKK3 PB1 domain | bead-based flow cytometry, Alexa488-MEK5 binding to MEKK3; actives lie on both sides; 0 = blocked by unlabeled MEK5, 100 = vehicle | binding response (% of control), % at 10 µM | hit rate 1.4% among 290,000 | AID 1529;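 active = binding response more than 3 SD above or below the average of its plate-row segment, actives on both sides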;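 also: Alexa488 bead fluorescence after subtracting the streptavidin-only scavenger bead signal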
Target sequence (Q99759 whole entry, looked up, the tested form may be a part): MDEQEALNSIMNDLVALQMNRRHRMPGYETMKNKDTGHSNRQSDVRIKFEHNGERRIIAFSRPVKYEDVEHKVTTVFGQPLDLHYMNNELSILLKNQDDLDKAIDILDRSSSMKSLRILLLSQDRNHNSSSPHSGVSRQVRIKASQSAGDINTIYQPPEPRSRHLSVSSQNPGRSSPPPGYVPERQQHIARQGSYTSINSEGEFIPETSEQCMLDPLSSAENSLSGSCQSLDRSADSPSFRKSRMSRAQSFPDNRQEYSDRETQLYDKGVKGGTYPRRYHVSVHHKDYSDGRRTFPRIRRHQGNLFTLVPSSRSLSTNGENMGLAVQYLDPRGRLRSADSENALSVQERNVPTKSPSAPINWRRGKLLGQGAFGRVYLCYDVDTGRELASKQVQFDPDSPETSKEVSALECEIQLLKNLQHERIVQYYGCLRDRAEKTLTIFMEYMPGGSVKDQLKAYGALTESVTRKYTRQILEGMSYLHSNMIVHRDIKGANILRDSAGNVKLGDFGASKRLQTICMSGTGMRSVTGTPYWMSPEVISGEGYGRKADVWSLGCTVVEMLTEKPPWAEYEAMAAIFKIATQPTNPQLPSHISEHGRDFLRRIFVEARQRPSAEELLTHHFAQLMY
p-CIP stab down: lowers stability of the mouse p/CIP coactivator protein | Q05BA5 | F442A p/CIP-EGFP cells, EGFP fluorescence, 16 h | decrease of EGFP signal, % at 10 µM | hit rate 0.01% among 290,000;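 active = EGFP signal decrease of at least 30% at 10 µM or well 3 SD below plate mean, unless failing retest; inactive = the rest, including hits failing retest or dose response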; also: some compounds called inactive have numbers as strong as hits; many of its hits are not listed in these tables
IDE cell activ: activators of human insulin-degrading enzyme in cells; P14735; HEK cells, FAbeta-B cleavage, fluorescence polarization; 0% vehicle, 100% cell-free pure enzyme wells; activation, % at 5.96 µM; hit rate 0.073% among 340,000; AID 493087;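 active = activation above the mean of all tested compounds plus 3 SD, set per screening campaign, cut at about 17% in these data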
UBC9 SUMO inh: inhibitors of human SUMOylation (UBC9). P63279. HTRF SUMOylation assay, SAE1/SAE2 + UBC9, in vitro. inhibition, % at 35 µM. hit rate 0.36% among 290,000. AID 2006; in the data active = inhibition above about 50%, passing the limit was not always enough; also: strong numbers were not always called active
Target sequence (P63279 whole entry, looked up): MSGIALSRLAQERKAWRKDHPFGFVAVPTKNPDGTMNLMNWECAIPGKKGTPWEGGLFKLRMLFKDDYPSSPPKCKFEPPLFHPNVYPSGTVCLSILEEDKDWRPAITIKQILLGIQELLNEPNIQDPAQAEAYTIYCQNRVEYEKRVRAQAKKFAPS
PHOSPHO1 block: blocks human PHOSPHO1 phosphatase activity; hit rate 1.1% among 290,000; Q8TCT1; recombinant PHOSPHO1, absorbance phosphatase assay; inhibition, % at 13.3 µM; in the data active = inhibition above about 60%
Target sequence (Q8TCT1 whole entry, looked up): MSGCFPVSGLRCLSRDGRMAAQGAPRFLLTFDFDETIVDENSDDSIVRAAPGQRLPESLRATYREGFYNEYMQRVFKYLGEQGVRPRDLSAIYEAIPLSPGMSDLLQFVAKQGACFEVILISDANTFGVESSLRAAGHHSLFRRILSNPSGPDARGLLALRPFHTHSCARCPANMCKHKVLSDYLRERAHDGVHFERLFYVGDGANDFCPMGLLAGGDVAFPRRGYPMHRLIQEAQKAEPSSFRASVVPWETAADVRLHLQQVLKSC
NS3 helicase inh: inhibitors of Hepatitis C virus NS3 helicase | inhibition, % at 10.9 µM | hit rate 0.56% among 290,000 | NS3 helicase DNA unwinding, Cy5 molecular beacon fluorescence;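 active = inhibition above the mean of all tested compounds plus 3 SD, set per campaign, cut at about 35% in these data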;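 also: 0% = DMSO wells and 100% = thioflavine S control wells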
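test system = hepatitis C virus NS3 helicase domain fragment enzyme | reagent = annealed dual-labelled DNA beacon duplex, ATP-started | times = 1 h at 25 °C | detection = Cy5 fluorescence, 0 and 60 min reads | read-out basis = percent inhibition from t60/t0 fluorescence ratio | control set = DMSO and thioflavine S | replication = one well per compound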
VIM-2 inhibitor: blocks Pseudomonas aeruginosa VIM-2 metallo-beta-lactamase | inhibition, % at 5.6 µM | hit rate 0.89% among 290,000 | purified VIM-2, nitrocefin hydrolysis, epi-absorbance fluorescence;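 active = inhibition above the mean of all tested compounds plus 3 SD, cutoff set per screening run, cut at about 7.5% in these data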;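 also: red hydrolysis product quenches plate fluorescence so inhibitors raise well fluorescence; 0% = enzyme with DMSO and 100% = DMSO without enzyme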
IMP-1 inhibitor: blocks Pseudomonas aeruginosa IMP-1 metallo-beta-lactamase. purified IMP-1, nitrocefin hydrolysis, epi-absorbance fluorescence. inhibition, % at 5.6 µM. hit rate 0.45% among 290,000. AID 1556;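 active = inhibition above the mean plus 3 SD of all compounds in the same screening run, cut at about 4.5% in these data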;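 also: 0% = IMP-1 with DMSO and 100% = DMSO wells lacking enzyme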
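Material – recombinant IMP-1 enzyme, purified · Amount – IMP-1 0.2 nM before substrate addition · Medium – HEPES buffer pH 7.1 with ZnSO4 and Brij 35 · Timing – 25 °C, 15 min preincubation, 25 min reaction · Measured by – plate fluorescence quenching by hydrolysis product, ex 480/em 530 nm · Read-out – percent enzyme inhibition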
FID counter: counter-screen for HCV NS3 helicase inhibitors: DNA intercalator displacement. inhibition, % at 7.9 µM. hit rate 0.17% among 290,000. DNA fluorescent intercalator displacement, fluorescence; in the data active = inhibition above about 37%;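 also: 0% = vehicle and 100% = reference compound; higher means more ethidium bromide displaced from hairpin DNA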
Active calls of the source: *; . = no result given; [ ] = another dose, or the depositor's remark. These rows are one share of the data. The share of hits here may be higher or lower than overall.

SMILES	MEKK3 PB1 HTS	p-CIP stab down	IDE cell activ	UBC9 SUMO inh	PHOSPHO1 block	NS3 helicase inh	VIM-2 inhibitor	IMP-1 inhibitor	FID counter
Cc1ccc(N2C(=O)NC(=O)/C(=C\c3cnc(-c4ccccc4)nc3)C2=O)cc1	102	-9	1	5	-43	7	1.7	-1.6	-17
CC(=NCc1cccnc1)c1c(O)n(-c2ccc(C)cc2)c(=O)[nH]c1=O	89	-16	1	14	23	4	-2.2	-2.5	-6
CCCOC(=O)C1C2c3ccccc3C(c3ccccc32)C1C(=O)O (centres undefined)	108	-16	1	17	32	1	-2.1	-4.8	-1
CC1(C)C2CC=C(CN3CCOCC3)C1C2 (centres undefined)	99	3	1	-15	2	-1	-2.1	-3.0	91*
Cc1cc(C(=O)Nc2ccccc2)nn1C(C)(C)C	98	-1	-4	10	29	6	-2.5	-2.0	-8
CCOC(=O)c1c(C)n(Cc2ccccc2)c2ccc(OCC(O)Cn3nc(C)nc3C)cc12 (centres undefined)	.	-2	-10	10	-2	-18	2.2	-1.8	-27
O=c1cccc2n1CC1CC2CN(c2ncnc3c2cnn3-c2ccccc2)C1 (centres undefined)	100	-11	-4	1	7	6	-1.7	-4.0	-10
CN(C)C(=O)Oc1ccc(OCc2n(C)c3ccccc3[n+]2C)cc1	101	-13	6	-5	18	4	-2.0	-1.6	2
COCCCNC(=O)Cn1cc(/C=C2\C(=O)NC(=O)N(c3ccccc3F)C2=O)c2ccccc21	105	5	-3	18	33	28	2.0	1.5	-8
CC(N)Cc1cn(Cc2ccccc2)c2ccccc12 (centres undefined)	101	-16	6	-1	30	-34	-0.2	-2.9	11
CCOC(=O)c1c(N)n(Cc2ccco2)c2nc3ccccc3nc12	97	-14	-10	39	3	13	-1.5	-0.9	-4
COc1ccc(C2N3CC(C)(C)CN23)cc1 (centres undefined)	87	6	.	4	-3	5	-1.0	-2.9	2
CC(C)(C)c1ccc(CN2C(=O)CN=C(c3ccccc3)c3ccccc32)cc1	98	3	4	-44	7	15	-0.3	-1.7	-18
O=C(Cn1ncc2ccccc21)N1CCC2(CC1)OCCO2	105	-13	-2	12	21	-3	-4.4	-5.6	-2
COc1ccc(CCNCc2ccncc2)cc1	103	0	0	13	4	0	-1.1	-1.2	4
CC12CC[C@H]3[C@@H](CCC4(O)C[C@H](O)CCC34/C=N/NC(=O)Cc3ccccc3)C1(O)CCC2C1=CC(=O)OC1 (some centres undefined)	92	-1	2	20	16	-13	0.6	-0.6	-39
COc1cccc(NP(=O)(Oc2ccccc2)Oc2ccccc2)c1	102	5	2	-13	-2	-20	-2.6	-4.1	-21
C=CCn1c(O)c(/C(CC)=N/NC(=S)Nc2ccccc2)c(=O)[nH]c1=O	86	6	-4	35	67*	4	8.9*	-1.8	-16
CN1C(=O)C(=Cc2ccc(-c3cccc(Cl)c3)o2)C(=O)N(C)C1=O	89	3	.	20	-3	18	0.7	-4.4	-5
O=C(CCC(=O)N1CCC2(CC1)OCCO2)Nc1nnc(C2CCCCC2)s1	89	15	3	15	8	-11	0.4	-0.3	-34
CCN1C(=O)/C(=C/c2ccc3c(c2)CCN3CCCCl)C(=O)NC1=S	96	-17	0	25	-27	16	-0.3	1.4	-3
CC(C)CNC(=O)c1c(N)n(Cc2ccc3c(c2)OCO3)c2nc3ccccc3nc12	102	12	2	101	-4	13	0.4	0.5	-22
COc1ccc(CCNCc2ccc(F)cc2)cc1OC	100	-3	0	0	8	-4	-5.0	-3.3	-2
C=CCn1c(O)c(C(CC)=Nc2ccc(N(C)C)cc2)c(=O)[nH]c1=O	98	-13	.	40	15	20	-2.0	-1.8	-21

Some entries already given, showing only MEKK3 PB1 HTS.
compound | MEKK3 PB1 HTS
CC12CC[C@H]3[C@@H](CCC4(O)C[C@H](O)CCC34/C=N/NC(=O)Cc3ccccc3)C1(O)CCC2C1=CC(=O)OC1 (some centres undefined) | 92
COc1ccc(CCNCc2ccc(F)cc2)cc1OC | 100
O=C(Cn1ncc2ccccc21)N1CCC2(CC1)OCCO2 | 105
CC(C)CNC(=O)c1c(N)n(Cc2ccc3c(c2)OCO3)c2nc3ccccc3nc12 | 102

The listing continues.
SMILES	MEKK3 PB1 HTS	p-CIP stab down	IDE cell activ	UBC9 SUMO inh	PHOSPHO1 block	NS3 helicase inh	VIM-2 inhibitor	IMP-1 inhibitor	FID counter
CC[N+](C)(CC)CCCCOc1ccc2c(c1)C(=O)c1cc(OCCCC[N+](C)(CC)CC)ccc1-2	101	1	0	8	-29	-9	0.3	-1.3	88*
COc1ccc(C(=O)C2CCCN(CCO)C2)c(C)c1 (centres undefined)	101	5	6	19	-16	15	-0.9	0.0	-2
Cc1nn(Cc2ccccc2)c(Cl)c1C(=O)Nc1ccc(OC(F)(F)F)cc1	92	-1	1	3	2	-11	1.6	-0.7	2
N=C1c2ccccc2CN1c1ccc(F)c([N+](=O)[O-])c1	96	-6	3	13	37	7	-1.6	-1.9	5
Cc1nnc(SCc2nc3ccccc3c(=O)n2-c2ccccc2Cl)n1N	97	-8	6	-10	22	4	-1.6	-1.0	-10
CCOC(=O)Cn1cc(C(=O)c2ccccc2)c2ccccc21	95	0	-5	9	24	-3	0.5	-0.6	-18
O=S(=O)(c1ccc(Cl)cc1Cl)N1CCCC1c1cccnc1 (centres undefined)	98	-11	-3	-7	45	14	0.0	-3.2	-17
O=C(Nc1ccc(C(F)(F)F)cc1)OC1CN2CCC1CC2 (centres undefined)	106	-6	1	7	39	-2	0.2	-2.3	7
Oc1ccc(Cl)cc1CN1CCN(Cc2ccccc2)CC1	93	6	3	-3	-6	-7	-3.2	-2.5	6
C=CCn1cc(C=C2C(=O)NC(=O)NC2=O)c2ccccc21	96	-7	-1	-6	40	20	3.1	2.4	-2
O=C1NC(=O)C(=Cc2ccc(-c3ccc(F)cc3O)o2)C(=O)N1	97	-16	0	7	-37	21	-2.6	-2.8	6
CCN(CC)C(=O)c1ccc(NC(=O)COc2ccc(-c3nn(C)c(=O)c4ccccc34)cc2)cc1	94	-13	-2	4	12	-4	9.0*	-1.8	-49
CN1CCCC1C(O)(c1ccccc1)c1ccccc1 (centres undefined)	99	.	-3	.	.	3	-2.7	-0.2	8
O=C(CN1CCN(Cc2cccc(Cl)c2)C1=O)N1CCC2(CC1)OCCO2	101	-4	2	14	-2	-2	-1.7	0.3	-15
O=c1[nH]c(=S)n(-c2ccc(F)cc2)c(O)c1/C=N/N1CCOCC1	104	-8	8	-7	-5	21	-3.2	-2.8	9
COC(=O)c1ccc(N2CCN(C)CC2)c([N+](=O)[O-])c1	100	2	5	-4	-16	7	-1.9	-1.5	5
FC(F)(F)C1=NC(C(F)(F)F)=NP(N2CCOCC2)(N2CCOCC2)=N1	96	-11	2	0	43	-6	2.1	-2.2	3
COc1ccc(C2=NS(=O)(=O)N(C)C(C(=O)N3CCC4(CC3)OCCO4)=C2)cc1OC	96	-6	5	14	26	-12	-1.4	-2.3	-20
O=C(O)C12C3CCCC1C32c1ccccc1 (centres undefined)	101	4	6	12	7	-1	-0.7	-2.4	-3
NC(=O)c1ccc(C(=O)Nc2ccc([As](=O)(O)O)cc2)cc1	106	-6	.	25	28	5	-1.9	-3.0	1
CCOc1ccccc1N=C1SCCCN1C	98	-30	-2	24	92*	5	0.3	3.8	3
Cc1ccc(N2C(=O)NC(=O)/C(=C\C=C\c3ccco3)C2=O)cc1	96	-20	-18	46	8	42*	-4.6	-2.8	-17
CCOc1ccc2nc(N3CCC(C(=O)N4CCC5(CC4)OCCO5)CC3)sc2c1	105	-4	-2	29	-15	2	-4.9	-4.0	-27
Cc1ccc2c(c1)N(C(=O)CCC(=O)N1CCC3(CC1)OCCO3)CCO2	106	-9	3	.	53	3	-3.4	-2.3	-18
Fc1ccc(CCNCc2cccc(Cl)c2)cc1	75*[inhibitor]	-21	0	27	38	-5	0.5	-1.3	8
O=C1CC(N2CCC(n3c(=O)[nH]c4ccccc43)CC2)C(=O)N1Cc1ccccc1 (centres undefined)	114	6	5	-12	-17	-6	-2.9	1.7	-33
COCCNC(=O)Cn1cc(C=C2C(=O)NC(=O)NC2=O)c2ccccc21	99	6	-2	5	18	6	-0.8	-1.2	3
NCCCC(=O)OC1N=C(c2ccccc2Cl)c2cc(Br)ccc2NC1=O (centres undefined)	105	-12	4	4	32	0	-2.1	-2.9	4
CCCCc1nc2ccccc2c(=O)n1-c1ccc(O)cc1	109	-40	1	8	-10	1	-1.5	-1.0	-15
O=c1[nH]c(=S)[nH]c(O)c1N=Nc1cccc(S(=O)(=O)N2CCOCC2)c1	103	-7	0	3	-23	7	-2.6	-2.6	2
COC(=O)CN1C(=O)C2(C(C(=O)OC)=C(N)Oc3ccccc32)C2=C1CC(C)(C)CC2=O (centres undefined)	100	-10	-8	19	2	-8	0.7	-6.0	-22
Clc1ccccc1CN1CCN(c2ccccc2Cl)CC1	108	-9	-2	-5	10	11	0.1	-1.2	9
CC(C)C12CN3CC(C(C)C)(CN(C1)C3c1cccnc1)C2=O (centres undefined)	108	-5	2	-12	18	0	-2.6	-3.8	-10
CCNC(=O)[C@H]1O[C@@H](n2cnc3c(N)ncnc32)[C@H](O)[C@@H]1O	104	-1	2	5	20	-1	-2.8	-0.3	1
CCOc1cc2c(cc1OCC)-n1cccc1C(c1ccccc1OC)NC2 (centres undefined)	94	-5	5	-2	30	-37	-2.8	-3.2	18
OC(Cc1ccccc1)(c1ccccc1)C1CN2CCC1CC2 (centres undefined)	105	0	-5	-1	9	2	-0.2	-1.8	-5
Nc1nc(SCCC(F)=C(F)F)n[nH]1	100	5	0	8	45	0	-1.7	-1.9	-2
CCN(CC)C(=O)c1ccc(NC(=S)NC(=O)CCc2ccccc2)cc1	101	2	9	-6	31	6	-1.3	-0.6	-31
CC(C)c1ccc(N2C(=O)CC(=O)NC2=O)cc1	104	3	2	-13	37	2	0.0	-2.7	-10
CCN(CC)P(=O)(c1nccn1C)N(CC)CC	97	0	4	2	17	-12	-3.8	-3.2	-1
CCCCn1c(O)c(C(CC)=NCCN2CCOCC2)c(=O)[nH]c1=O	101	-11	1	16	42	-2	-3.4	-3.6	-4
COc1ccc(OC)c(N=Cc2c(O)n(Cc3ccccc3)c(=S)[nH]c2=O)c1	92	14	4	36	27	6	2.4	-0.6	5
O=c1[nH]c(=O)n(Cc2ccco2)c(O)c1C=NCCN1CCNCC1	104	-13	2	17	12	-2	-1.1	-2.9	-5
Cc1cccc(-n2c(C)nc3ccccc3c2=O)n1	106	-4	-2	-23	2	1	-1.0	-2.7	2
COc1ccc(CNCC(=O)N2CCC3(CC2)OCCO3)cc1	107	-3	5	18	7	1	-0.9	-1.6	6
COc1cc(OC)cc(-n2nc(C(=O)N3CCC4(CC3)OCCO4)c3ccccc3c2=O)c1	95	-3	4	22	-23	-1	-1.9	-2.0	-11
